Kir21 inh = inhibitors of mouse Kir2.1 inward-rectifier potassium channel | P35561 | AID 1672 | 310,000 tested, 0.85% active | B-score at 10 µM | HEK293-Kir2.1, FluxOR thallium flux fluorescence; hits give low values;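 active means fluorescence ratio B-score at or below minus 3 SD of library scores, with starting-brightness B-score within 2 SD, cut at about -4.2 in these data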;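 further: channel flux triggered by added potassium and thallium sulfate stimulus; B-score of peak minus minimum fluorescence over baseline after thallium stimulus; more negative B-score means stronger Kir2.1 block with less thallium influx; some compounds called inactive have numbers as strong as hits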
Target sequence (P35561 whole entry, looked up): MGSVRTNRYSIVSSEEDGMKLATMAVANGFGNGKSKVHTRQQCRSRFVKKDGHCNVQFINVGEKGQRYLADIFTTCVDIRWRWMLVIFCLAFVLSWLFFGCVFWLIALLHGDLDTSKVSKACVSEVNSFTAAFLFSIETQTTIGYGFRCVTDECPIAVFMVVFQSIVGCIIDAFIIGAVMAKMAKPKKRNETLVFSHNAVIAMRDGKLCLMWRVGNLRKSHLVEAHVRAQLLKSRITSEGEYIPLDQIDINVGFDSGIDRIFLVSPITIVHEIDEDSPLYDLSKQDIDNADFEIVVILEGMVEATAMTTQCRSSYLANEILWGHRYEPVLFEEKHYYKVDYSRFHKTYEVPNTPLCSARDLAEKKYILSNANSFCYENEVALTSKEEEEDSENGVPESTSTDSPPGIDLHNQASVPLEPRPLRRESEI
KCNQ2 inh = KCNQ2 potassium channel inhibitors, primary screen, cell-based, CHO-K1, FluxOR thallium flux, B-score (AID 2156) | O88943 | 20 min; hits give low values | B-score at 10 µM | 310,000 tested, 1.1% active;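 active means fluorescence ratio B-score at most minus 3 library SDs, with starting brightness B-score within 2 library SDs, cut at about -5.5 in these data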
Starred values were filed as active, the others as inactive; i = inactive.

#	Molecule	Kir21 inh	KCNQ2 inh
1	COc1ccc(S(=O)(=O)N2CCOCC2)cc1C(=O)Nc1ccon1	-0.27	i
2	NCCCn1c(C(=O)c2cc(Cl)c(N)c(Cl)c2)c2ccc(C(F)(F)F)cc2[n+]1[O-]	-1.28	i
3	Cc1cccc(N(CC(=O)NC2CCCC2)C(=O)CS(=O)CC(=O)Nc2ccc3c(c2)OCO3)c1 (stereo unspecified)	-0.4	i
4	O=C(Nc1ccc(S(=O)(=O)N2CCOCC2)cc1)c1ccc(Br)o1	-0.51	i
5	COc1ccc(CC(=O)NCC(=O)N/N=C/c2c[nH]c3ccccc23)cc1	-1.47	i
6	CN(C)CC(CCC(CN(C)C)C(=O)c1ccccc1)C(=O)c1ccccc1 (stereo unspecified)	-1.72	i
7	CC1CCCCN1C(=O)CCS(=O)(=O)c1cc2c(cc1Cl)NC(=O)CO2 (stereo unspecified)	1.33	i
8	CC(=O)Nc1ccc(S(=O)(=O)N2CCN(c3cc(C)ccc3C)CC2)cc1	0.06	i
9	CN(C)CCN1C(=O)C2C3C=CC(C3)C2C1=O (stereo unspecified)	0.29	i
10	Nc1ncc(Br)cc1S(=O)(=O)NCCC(=O)N1CCN(c2ccccn2)CC1	-0.14	i
11	CCOC(=O)c1c(C)[nH]c(C(=O)COC(=O)c2[nH]c(C)c(C(C)=O)c2C)c1C	-0.04	i
12	COc1cccc(NC(=O)CCN2C(=O)c3cccc([N+](=O)[O-])c3C2=O)c1	-0.29	i
13	CCOC1=C/C(=C/c2c(N)n3nc(CC(=O)N4CCCCC4)sc3nc2=O)C=CC1=O	-0.98	i
14	CN1CCN(C(=S)NC(=O)c2cccc([N+](=O)[O-])c2)CC1	-0.69	i
15	COCCNC(=O)CCn1nc(-c2ccc(C)cc2)ccc1=O	0.11	i
16	Cn1c(NCCO)nc2c1c(=O)n(Cc1cccc(Cl)c1)c(=O)n2C	-0.05	i
17	O=C(CCCN1C(=O)/C(=C/c2cccs2)SC1=S)NNC(=O)c1ccncc1	-0.87	i
18	COc1ccc(Sc2cc(C(F)(F)F)nc(-c3ccccn3)n2)cc1	-0.36	i
19	O=C1CC(c2cccs2)CC2=C1C(c1ccccc1)n1ncnc1N2 (stereo unspecified)	0.07	i
20	Cc1ccc(CNc2nc3ccccc3n3cnnc23)cc1	-0.19	i
21	COCC(=O)NCCc1nc(-c2ccccc2)cs1	0.28	i
22	COc1ccc(C(C(=O)NC2CCCC2)N(CCN2CCOCC2)C(=O)c2ccc(OC)c(OC)c2)cc1 (stereo unspecified)	0.15	i
23	CN(C1CCCCC1)S(=O)(=O)c1cc2c3c(c1)CCN3C(=O)CC2	-1.55	i
24	COc1ccc(CNS(=O)(=O)c2cccc(S(=O)(=O)N3CCOCC3)c2)cc1	0.98	i
25	CCCCOc1ccc(S(=O)(=O)NNC(=O)C2Cc3c(ccc4ccccc34)O2)cc1 (stereo unspecified)	1.6	i
26	Cc1nc(SCC(=O)c2ccc(F)cc2)n[nH]1	-0.31	i
27	O=C(NCc1ccncc1)c1ccc(NS(=O)(=O)c2ccccc2)cc1	-1.32	i
28	Cc1ccc(S(=O)(=O)C2(C(=O)Nc3ccc(C(C)C)cc3)CC2)cc1	1.39	i
29	Cc1ccc(OC(=O)C2c3ccccc3Oc3ccccc32)cc1C	-0.01	i
30	Cc1ccc(-c2c3c(=O)n(C)c(=O)n(C)c3cn2N2CCOCC2)cc1	-1.18	i
31	CS(=O)(=O)c1ccc(-c2nnc(NC(=O)C3=COCCO3)o2)cc1	-1.35	i
32	CCc1ccc(CN2CCC(Oc3ccc(C(=O)N4CCCC4)cc3)CC2)cc1	-0.85	i
33	O=C(/C=C/c1ccc(Cl)cc1)NCc1cccs1	-0.99	i
34	OC(COC(c1ccccc1)c1ccccc1)CN1CCOCC1 (stereo unspecified)	-0.05	i
35	CCOc1ccc(S(=O)(=O)N2CCN(S(=O)(=O)c3ccc(C)c(C)c3)CC2)cc1	0.14	i
36	O=C(Nc1ccc2oc(-c3cccnc3)nc2c1)c1ccc2c(c1)OCCO2	-2.95	i
37	COc1ccccc1C1(O)CCN(C(=O)c2cccs2)CC1	-1.33	i
38	CC#CCCc1nc2ccccc2c(=O)n1N	0.15	i
39	O=C(O)CN1CCc2ccccc2C1	-0.42	i
40	Cc1ccc(S(=O)(=O)c2nc(Nc3nccs3)sc2Cl)cc1	1.58	i
41	O=C(Nc1cccc(C(F)(F)F)c1)c1cc(S(=O)(=O)N2CCCCC2)ccc1N1CCOCC1	0.73	i
42	CC1CC(C)CN(c2ncc3c(n2)CC(c2ccccc2Cl)CC3=O)C1 (stereo unspecified)	0	i
43	Cc1cc(NS(=O)(=O)c2ccccc2)c([N+](=O)[O-])cc1C	-3.22	i
44	CC(C)(C)c1ccccc1NC(=O)COC(=O)CN1C(=O)NC2(CCCC2)C1=O	0.21	i
45	COC(=O)c1ccc(S(=O)(=O)N2CCCCCC2)n1C	0.33	i
46	O=C(NNC(=O)c1ccc([N+](=O)[O-])cc1)NC1CCCCC1	-0.83	i
47	COc1ccc2c(COC(=O)CCS(=O)(=O)c3ccc(C)cc3)cc(=O)oc2c1	-2.12	i
48	COc1ccc(C(=O)Nc2c(N)nc(SCC(=O)c3ccccc3)[nH]c2=O)cc1	-0.88	i
49	CCOC(=O)N1CCN(Cc2nc3c(c(=O)[nH]c(=O)n3C)n2CCCc2ccccc2)CC1	0.91	i
50	CC(=O)N1CCC(N(CCN2CCOCC2)C(=S)Nc2cccc(C)c2C)CC1	0.75	i

Remaining list, next part
#	Molecule	Kir21 inh	KCNQ2 inh
51	CC1(C)Cc2ccccc2-c2nc(NCCCO)[nH]c(=O)c21	0.36	i
52	CC(=O)Nc1nc2n(n1)C(c1ccccc1)C=C(c1ccccc1)N2 (stereo unspecified)	-0.16	i
53	COC(CNC(=O)c1ccc2c(c1)ncn2C1CCCCCC1)OC	0.13	i
54	CCCCN(C(=O)C1CC(=O)N(c2ccc(OC)cc2OC)C1)c1c(N)n(CC(C)C)c(=O)[nH]c1=O (stereo unspecified)	0.32	i
55	O=C(N/N=C/c1ccc(O)c([N+](=O)[O-])c1)C(O)(c1ccccc1)c1ccccc1	1.62	i
56	O=C(CSc1nc(O)cc(=O)n1-c1ccc(Cl)c(Cl)c1)Nc1ccc(Cl)cc1Cl	-1.18	i
57	CCN(C(=O)c1cc2ccccc2oc1=O)c1ccccc1	1.03	i
58	C=CCn1c(SCC(=O)Nc2ccc(OC)cc2)nc2ccccc2c1=O	-0.25	i
59	CCOC(=O)c1cnc(COc2ccccc2Cl)[nH]c1=O	-0.97	i
60	C=C(C)CSc1nnc(-c2ccc(C)cc2)n1N	-0.91	i
61	O=C(Nc1ccc(Cl)cc1)NC1CCCCC1Cc1ccco1 (stereo unspecified)	-0.74	i
62	CCCC(=O)Nc1cc(-c2cn3cccnc3n2)ccc1OC	-2.58	i
63	O=[N+]([O-])c1cnc2ccccn12	2.96	i
64	COc1ccc(N=C2SC(C(=O)N3CCN(c4ccccc4)CC3)CC(=O)N2C)cc1 (stereo unspecified)	-0.77	i
65	COc1ccc(CNC(=O)Cc2ccc(-c3ccccc3)cc2)cc1OC	0.77	i
66	Cc1ccc(S(=O)(=O)N2C(=O)[C@@H]3Cc4ccccc4CN3C2=O)cc1	2.16	i
67	COc1ccc2sc(N(CCN(C)C)C(=O)c3cc(Cl)sc3Cl)nc2c1	0.08	i
68	Cc1cc(C)nc(NCCCc2ccccc2)n1	-0.4	i
69	Cc1ccccc1NC(=O)CSc1nc(O)cc(=O)n1C	0.87	i
70	CCc1nn(CCCC(=O)N2CCc3ccccc3C2)c(=O)c2cc3occc3n12	-2.17	i
71	COCCCNC(=O)c1cccc2c(=O)c(C)c(-c3ccccc3)oc12	-0.01	i
72	CCOCCCNC(=O)c1cc2c(=O)n3cccc(C)c3nc2n1C	1.37	i
73	CCc1nc(C(N)=O)c2[nH]c(=O)n(-c3ccccc3F)c2n1	-1.93	i
74	C=CCn1c(O)c(N=NC(=S)Nc2ccc(OC)c(Cl)c2)c2ccccc21	-3.79	i
75	COC(=O)CCCCC1SCC(NC(=O)c2ccccc2)C1=O (stereo unspecified)	0.08	i
76	CCc1nc(NCC2CCCN2CC)c2nnn(Cc3ccccc3F)c2n1 (stereo unspecified)	-2.42	i
77	COCCOC(=O)c1cc(C(=O)c2cc(Cl)ccc2O)coc1=N	0.04	i
78	Clc1cccc(-c2ccc(CNCc3ccccn3)o2)c1	-0.14	i
79	Cc1nc(N2CCCCC2)c2c(-c3cccs3)csc2n1	-0.3	-8.24*
80	CCc1ccc(CC)c(S(=O)(=O)Nc2ccc(O)c(C(=O)O)c2)c1	0.9	i
81	CCOC(=O)c1sc(-c2ccc(C)cc2)c(C#N)c1C	-1.69	i
82	Cc1ccc(C)c(NC(=O)c2ccccc2O)c1	1.11	i
83	O=C(CCn1c(=O)c2cccn2c2cccnc21)NCc1cccc(Cl)c1	-2.5	i
84	O=C(CNS(=O)(=O)c1ccc(Cl)cc1)NNC(=O)c1cccnc1	-1.15	i
85	O=C(O)CN1CCN(Cc2ccc(F)cc2)C1=O	-0.85	i
86	O=C(NCc1cccs1)C1CC(=O)N(c2ccccc2)C1 (stereo unspecified)	-1.36	i
87	CCc1c(C(=O)N2CCN(c3ccccc3F)CC2)[nH]c(C)c1C(C)=O	-0.04	i
88	CCN(Cc1ccncc1)C(=O)CCc1ccccc1	-0.01	i
89	COC(=O)c1coc(-c2ccc(C)cc2)c1C(=O)OC	0.35	i
90	CCOCCCn1c(=S)[nH]c2cc(C(=O)NCc3ccc(F)cc3)ccc2c1=O	0.7	i
91	CCOc1cc(N2CCCC2)ccc1[N+](=O)[O-]	0.98	i
92	CN(Cc1ccccc1)c1nc2c(c(=O)[nH]c(=O)n2C)n1CCCSc1ncccn1	-0.45	i
93	Cc1ccc2cc(CN(C(=O)c3ccncc3)C(C)C)c(=O)[nH]c2c1	1.38	i
94	CC1CN(C(=O)c2cc3c(s2)CCC3)CC(C)O1 (stereo unspecified)	0.69	i
95	O=C(O)/C=C/C(=O)Nc1ccccc1SC(F)(F)C(F)(F)C(F)(F)F	-1.45	i
96	Cc1cccc(OCC(=O)Nc2ccccc2N2CCCCC2)c1	-0.49	i
97	CC1CCc2sc(C(=O)NCCCn3ccnc3)cc2C1 (stereo unspecified)	-1.39	i
98	Cc1ccc(-c2n[nH]c(=S)n2C)cc1Cl	-0.55	i
99	O=C(NCc1ccc2c(c1)OCO2)c1ccc(Cl)nc1	0.25	i
100	Cc1ccc(OCC(=O)O/N=C(\N)c2ccncc2)c(C)c1	0.13	i

Entries of single compounds as entered above. Screens in order: Kir21 inh	KCNQ2 inh
CCOCCCn1c(=S)[nH]c2cc(C(=O)NCc3ccc(F)cc3)ccc2c1=O is entered as 0.7	i
CN(Cc1ccccc1)c1nc2c(c(=O)[nH]c(=O)n2C)n1CCCSc1ncccn1 is entered as -0.45	i
Cc1cccc(OCC(=O)Nc2ccccc2N2CCCCC2)c1 is entered as -0.49	i
O=C(CNS(=O)(=O)c1ccc(Cl)cc1)NNC(=O)c1cccnc1 is entered as -1.15	i

(next part)
#	Molecule	Kir21 inh	KCNQ2 inh
101	O=C(COC(=O)c1cc2c(s1)CCCC2)NCc1ccccc1Cl	-0.49	i
102	Cc1n[nH]c(=S)n1-c1cccc(Cl)c1	1.73	i
103	CC(=O)Nc1ccc(NC(=O)CCn2c(=O)oc3ccccc32)cc1	-1.12	i
104	COc1ccc(S(=O)(=O)N(C)c2ccc(C(=O)NCC3CCCO3)cc2)cc1OC (stereo unspecified)	-0.83	i
105	COc1ccc(-c2csc(NC(=O)C3CSC4(C)CCC(=O)N34)n2)cc1OC (stereo unspecified)	2.99	i
106	O=c1/c(=C/c2ccco2)sc2n1CN(c1cccc(Br)c1)CN=2	-1.55	i
107	COCCn1c(C)cc(C(=O)CSc2cc(C)c3ccccc3n2)c1C	0.63	i
108	CC(=O)Nc1nc2ccc(Br)cc2s1	-1.38	i
109	CCC1(C)NC(=O)N(/N=C/c2cc(OC)c(O)c(OC)c2)C1=O (stereo unspecified)	-3.59	i
110	Cc1cccc(N(NC(=O)C(C)(C)O)C(=O)c2ccccc2)c1	1.27	i
111	CCOc1cc(Br)c(/C=C2/C(=O)N(C)C(=S)N2CC(=O)OC)cc1OC	0.64	i
112	Nc1[nH]c(N=NC(=O)c2ccccc2O)c2ccccc12	2.1	i
113	Oc1ccc(N=C/C=C/c2ccc(Br)cc2)cc1-c1nc2ccccc2s1	0.06	i
114	CS(=O)(=O)c1ccc(Cl)c(NC(=O)COC(=O)c2ccc(-n3cnnn3)cc2)c1	0.15	i
115	C=CCc1cccc2cc(C(=O)Nc3ccc(CC(=O)O)cc3)c(=O)oc12	0.34	i
116	COc1cccc(C2c3c(-c4ccccc4)n[nH]c3C(=O)N2c2ccc(C(=O)O)cc2)c1 (stereo unspecified)	-0.29	i
117	Cc1onc(-c2c(Cl)cccc2Cl)c1C(=O)NNc1ccccc1	1.31	i
118	O=C(O/N=C1\CCS(=O)(=O)c2sccc21)c1ccccc1	1.14	i
119	CCCCC(=O)Nc1nnc(C2=COCCO2)o1	1.51	i
120	O=C(CN1CCCCCCC1)N/N=C/c1ccc([N+](=O)[O-])o1	2.63	i
121	CCN1CCCC1CN(Cc1cc2cc(OC)ccc2[nH]c1=O)C(=O)NCc1ccccc1 (stereo unspecified)	-0.75	i
122	CCc1ccc(CN(C)C(=O)c2cc(COc3ccc(OC)cc3Cl)on2)nc1	-2.39	i
123	Cc1ccccc1NC(=O)CSc1nc2ccccc2c(=O)n1C	1.15	i

Marked active in KCNQ2 inh, among the entries above:
#	Molecule	Kir21 inh	KCNQ2 inh
79	Cc1nc(N2CCCCC2)c2c(-c3cccs3)csc2n1	-0.3	-8.24*

Assay outcomes from PubChem BioAssay.
